12-LOX inh: Primary qHTS assay for inhibitors of human arachidonate 12S-lipoxygenase (ALOX12): Round 2. purified 12hLO, xylenol orange hydroperoxide absorbance. Potency, µM (doses to about 108 µM), inactives show at the top dose activity change, negative = inhibition, usual class: inhibitors. 1.1% of 580,000 active; note: potency is the fitted concentration of half-maximal effect; % is set by controls: 0 for no effect and ±100 for the full control effect
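Hydroperoxide product was detected by ferrous iron/xylenol orange as the 573 to 405 nm absorbance ratio. Arachidonic acid at 40 uM (final) was turned over for 30 min at room temperature by 150 nM human 12hLO, pH 7.0 Hepes buffer, after 15 min compound preincubation.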
RGS4 inhibitor: Inhibitors of Regulator of G Protein Signaling (RGS) 4: qHTS | Potency, µM (highest dose often 114 µM), for the others: at the top dose activity change, negative = inhibition, hits mostly inhibitors | Transcreener GDP fluorescence polarization, RGS4-accelerated GTP hydrolysis | 0.039% of 390,000 active | Regulator of G-protein signaling 4 (Homo sapiens), P49798; note: potency is the fitted concentration of half-maximal effect; % is set by controls: 0 for no effect and ±100 for the full control effect; nearly all actives have a fitted effect of over 75% in size; some results filed as inactive show a strong effect at the top dose
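MLSMR compounds (23 nl, pin-transferred) preincubated 10 min at room temperature with a 500nM (2x) first reagent, then RGS4 at 900nM (2x) plus Transcreener GDP mix added; fluorescence polarization (620/688 nm) read before and after 90 min at 30 °C.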
POLB inh: qHTS Assay for Inhibitors of DNA Polymerase Beta; Pol beta primer extension/strand displacement, fluorescence kinetic; 1.3% of 340,000 active; Potency, µM (series often up to 114 µM), inactives show at the top dose activity change, negative = inhibition, most hits filed as inhibitors; P06746; note: potency is the fitted concentration of half-maximal effect; % is set by controls: 0 for no effect and ±100 for the full control effect
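Enzyme-only controls used 10 nM Pol beta; buffer lacking enzyme served as negative control. Compound preincubated 15 min, then 50 nM substrate added; 0 and 10 min reads at room temperature.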
Apoferritin bind: qHTS Assay for Identification of Novel General Anesthetics; AID 485281, 2010; apoferritin/1-aminoanthracene competitive binding, fluorescence; Potency, µM (highest dose often 77.5 µM), without a hit: at the top dose activity change, negative = displacement, most hits filed as inhibitors; Ferritin light chain (Equus caballus), P02791; 0.074% of 350,000 active; note: potency is the fitted concentration of half-maximal effect; % is set by controls: 0 for no effect and ±100 for the full control effect; nearly all actives have a fitted effect of over 20% in size
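In PBS, apoferritin at 10 uM is loaded with 1-AMA from a 50% saturated solution. After 10 min of compound exposure at ambient temperature, reduced 535 nm fluorescence indicates probe displacement.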
ERG-DNA inh: qHTS for Small Molecule Inhibitors of the ERG Ets/DNA interaction; fluorescence polarization, His-ERG Ets domain / labelled DNA; Potency, µM (top dose mostly 76.9 µM), for inactives: at the top dose FP activity, negative = inhibition, hits mostly inhibitors; 0.028% of 370,000 active; Transcriptional regulator ERG (Homo sapiens), P11308; active = well fitted inhibition curve with a large enough effect in the polarisation, with a control signal flat; inconclusive = small, poorly fitted or top-dose-only effect, or effect the other way, or a change in a side signal; inactive = no such curve, though single readings can be large or run the other way; the % refers to the polarisation;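 note: polarization taken with two DNA probes labelled with fluorescein and Texas red; potency is the fitted concentration of half-maximal effect; % of control where 0% means no effect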
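His-tagged ERG Ets domain (1 uM in the protein solution; 300mM KCl, 50mM Tris-HCl, 1mM EDTA, 1mM DTT, pH 7.5) received compound, then a probe mix of 5 nM fluorescein-DNA and 100nM Texas-615-DNA. Fluorescence polarization was read for both dyes.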
POLK inh: qHTS for Inhibitors of Polymerase Kappa; DNA polymerase kappa (Homo sapiens), Q9UBT6; purified Pol kappa, fluorescent DNA synthesis assay, 10 min; Potency, µM (series often up to 107 µM), for inactives: top-dose activity, negative = inhibition, usual class: inhibitors; 0.53% of 400,000 active; note: potency is the fitted concentration of half-maximal effect; % is set by controls: 0 for no effect and ±100 for the full control effect
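Fluorescent qHTS in 1536-well format: enzyme (10 nM) and compound sat 15 min at room temperature before 50 nM substrate (final) was added. Signal taken at 0 and 10 min; no-enzyme buffer wells were negative controls.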
Pol eta inh: qHTS for Inhibitors of Polymerase Eta; Potency, µM (titrated, usually from 114 µM), without a hit: at the top dose activity change, negative = inhibition, most hits filed as inhibitors; AID 588591, 2011; recombinant Pol eta, fluorescent DNA replication assay; 1.2% of 390,000 active; note: potency is the fitted concentration of half-maximal effect; % is set by controls: 0 for no effect and ±100 for the full control effect
Target sequence (Q9Y253 whole entry, looked up): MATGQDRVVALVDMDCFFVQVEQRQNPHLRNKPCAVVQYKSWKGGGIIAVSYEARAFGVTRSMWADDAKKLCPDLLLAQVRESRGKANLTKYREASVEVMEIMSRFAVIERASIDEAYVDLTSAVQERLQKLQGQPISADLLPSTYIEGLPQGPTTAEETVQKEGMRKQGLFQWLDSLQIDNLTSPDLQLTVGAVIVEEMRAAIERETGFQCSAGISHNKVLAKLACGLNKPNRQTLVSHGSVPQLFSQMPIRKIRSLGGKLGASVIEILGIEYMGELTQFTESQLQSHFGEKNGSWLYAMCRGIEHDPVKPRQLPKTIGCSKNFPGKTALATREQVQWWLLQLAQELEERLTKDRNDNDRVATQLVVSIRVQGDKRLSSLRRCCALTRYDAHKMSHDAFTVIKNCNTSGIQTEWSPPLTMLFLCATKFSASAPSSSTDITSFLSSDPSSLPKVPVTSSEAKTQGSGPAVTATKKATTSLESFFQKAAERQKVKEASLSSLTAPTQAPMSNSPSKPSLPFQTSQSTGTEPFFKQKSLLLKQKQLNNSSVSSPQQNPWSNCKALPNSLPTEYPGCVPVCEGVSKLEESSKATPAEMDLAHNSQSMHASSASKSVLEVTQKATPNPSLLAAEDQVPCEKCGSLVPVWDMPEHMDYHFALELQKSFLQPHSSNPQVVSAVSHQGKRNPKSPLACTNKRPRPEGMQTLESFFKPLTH
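Pol eta (10 nM) was preincubated with compounds for 15 min at room temperature, after which fluorescent replication substrate (50 nM final) was added to start the reaction. Fluorescence was read kinetically at 0 and 10 min.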
APEX1 inh: qHTS Assay for Inhibitors of the Human Apurinic/apyrimidinic Endonuclease 1 (APE1) | DNA repair nuclease/redox regulator APEX1 (Homo sapiens), P27695 | recombinant APE1, TAMRA/BHQ-2 abasic DNA cleavage fluorescence | Potency, µM (top dose mostly 65.8 µM), without a hit: top-dose activity change, negative = inhibition, actives largely listed as inhibitors | 0.35% of 350,000 active;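 note: potency is the fitted concentration of half-maximal effect; plate controls were vehicle for no effect and reference inhibitor for full effect; nearly all actives have a fitted effect of over 55% in size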
Target sequence (P27695 whole entry, looked up): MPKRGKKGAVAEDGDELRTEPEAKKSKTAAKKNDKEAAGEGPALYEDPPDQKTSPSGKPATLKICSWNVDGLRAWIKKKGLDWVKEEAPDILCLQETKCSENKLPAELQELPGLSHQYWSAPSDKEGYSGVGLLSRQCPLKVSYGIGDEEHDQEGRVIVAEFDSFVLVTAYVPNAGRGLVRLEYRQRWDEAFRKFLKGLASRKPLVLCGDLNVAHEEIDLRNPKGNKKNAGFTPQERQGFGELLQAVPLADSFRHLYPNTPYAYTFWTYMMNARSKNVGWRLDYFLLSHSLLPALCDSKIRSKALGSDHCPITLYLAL
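APE1 at 0.75 nM final was preincubated with compound 15 min at room temperature, then 50 nM double-stranded THF abasic-site substrate (5'-TAMRA/3'-BHQ-2) was added. Fluorescence (ex 525/em 598 nm) was read kinetically; third-minus-first read gave activity.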
LDHA block: qHTS assay for inhibitors of human lactate dehydrogenase. activity change, % (values are at about 110 or 230 µM). AID 1347041, 2019. L-lactate dehydrogenase A chain (Homo sapiens), P00338. 0.15% of 480,000 active. purified LDHA, NADH/diaphorase-resazurin fluorescence; active compounds read low; in the data active = activity change below about -30%; inconclusive = mostly about -25% to -30%;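 note: plate controls were DMSO wells for no effect and wells without enzyme for full effect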
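Enzyme activity of human lactate dehydrogenase 5 (2 nM; 0.06 mM NADH, 0.2 mM pyruvate, 5 min, RT) is measured via a resazurin/diaphorase fluorescence readout of residual NADH.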
Starred values were filed as active, the others as inactive; ? = inconclusive; / = not tested or not shown; & = joins results of further samples; [ ] = another dose, or the depositor's remark. Unless noted, calls come from the whole dose curve; as a rule, active = well fitted curve in the direction sought with a large enough effect; inconclusive = small, poorly fitted or top-dose-only effect, or another doubt; inactive = no such curve, though single readings can be large; an effect the other way counts as inactive or inconclusive. A portion of the library; rates above refer to the full screens.

SMILES	12-LOX inh	RGS4 inhibitor	POLB inh	Apoferritin bind	ERG-DNA inh	POLK inh	Pol eta inh	APEX1 inh	LDHA block
CCOc1ccccc1NC(=O)c1c(NC(=O)c2ccccc2C)sc2c1CCC(C)C2 (centres undefined)	0%	?	-23%	3%	10%	-5%	-23%	/	-4
CCSCc1nnc(SCC(=O)Nc2cc(F)ccc2C)n1C	0%	27%	18%	-7%	2%	-2%	-14%	-4%	-17
COc1ccc(NC(=O)c2ccccc2NC(=O)c2ccco2)cc1	9%	-15%	0%	-5%	12%	-1%	-12%	3%	1
CCc1ccccc1NC(=O)c1ccc(OCc2c(C)noc2C)cc1	2%	19%	/	/	-2%	-13%	-12%	4%	-7
C=CC(=O)Nc1cccc(N(C)c2ccnc(Nc3ccc(N4CCN(C)CC4)cc3)n2)c1	/	-46%	/	/	8%	-27%	-18%	/	6
COCCN1C(=O)/C(=C/c2ccc(N3CCCC3)cc2C)SC1=S	-7%	-1%	17%	-10%	116%[activator]	-7%	-19%	-4%	-1
Cc1ccc(Nc2ncnc3onc(C)c23)cc1Cl	2%	10%	1%	-3%	5%	-7%	1%	/	-4
FC(F)(F)c1cccc(-c2nn[nH]n2)c1	3%	7%	0%	-4%	23%	-7%	-10%	5%	-4
COc1cc2c(cc1OC)C(CC(=O)O)N(C(=O)Nc1cc(OC)c(OC)c(OC)c1)CC2 (centres undefined)	-10%	6%	34%	10%	-14%	-3%[60.1 µM]	15%	/	0
COc1ccc(N(CC(=O)N2CCCCCC2)S(=O)(=O)c2ccccc2[N+](=O)[O-])c(OC)c1	?	-5%	19%	-10%	-4%	-1%	-18%	13%	-10
COc1ccc(C(C)=O)c(O)c1	?	/	/	-17%	/	-14%[60.1 µM]	/	3%	/
Cc1ccc(C(=O)NCCCN2CCOCC2)c(Cl)c1	6%	-17%	10%	-3%	28%	-1%	-5%	2%	-3
O=C(COC(=O)Cc1ccc(Br)cc1)Nc1ccc(N2CCOCC2)cc1	-21%	-11%	/	/	-13%	1%	-7%	20%	0
Cc1oc2cc3oc(=O)c(CCC(=O)NCCC(=O)O)c(C)c3cc2c1C	-12%	-4%	1%	9%	-12%	-4%	56µM*	13%	1
CC1=C(C(=O)Nc2ccc(C(=O)N3CCN(c4cccc(Cl)c4)CC3)cc2)SCCO1	-18%	-10%	11%	-9%	-7%	-2%	-1%	4%	-2
Nc1nnc(SCC(=O)NN2C(=O)NC3(CCCCC3)C2=O)s1	11%	-8%	83%	4%	-1%	-14%	-7%	6%	-2
CCOC(=O)N1CCN(C(=O)c2ccc3c(c2)N(Cc2cccc(Cl)c2)C(=O)c2ccccc2S3=O)CC1 (centres undefined)	-5%&-27%	6%[56.9 µM]	?	-19%&-10%	8%&0%	-3%	-3%&-8%	1%	-8&-2
CCCCn1nc(C(=O)Nc2ccc3c(c2)OCCO3)c2ccccc2c1=O	428%[activator]	4%	/	/	0%	11%	-19%	45%[activator]	1
COc1cccc(/C=N/NC(=O)c2ccc(CN3c4cccc5cccc(c45)S3(=O)=O)cc2)c1	-9%	24%	17%	-3%	1%	-11%	-4%	-2%	-3
O=C(Nc1ccnn1C1CCN(CC(O)CO)CC1)C1CCCC1 (centres undefined)	-2%	19%	0%	-7%	-8%	-10%	-17%	1%	-9
CCCS(=O)(=O)NCCc1cc2ccc(OC)cc2[nH]c1=O	0%	11%	12%	-1%	-24%	10%	-10%	8%	0
C[n+]1ccc(C(=O)Nc2ccccc2Cl)cc1	?	-2%	24%	-3%	-8%	-7%	-5%	32%	-14
CCC(C)Sc1cccc(-c2nc3ccccn3c2NCc2ccccc2)c1 (centres undefined)	?	-24%	/	/	-8%	0%	-16%	3%	6
COc1ccc(/C=N/NC(=O)c2ccn[nH]2)cc1Cn1cc([N+](=O)[O-])cn1	234%[activator]	-47%	-1%	28%	-13%	-7%	-16%	2%	2

At a glance, some entries already given.
SMILES	12-LOX inh	RGS4 inhibitor	POLB inh	Apoferritin bind	ERG-DNA inh	POLK inh	Pol eta inh	APEX1 inh	LDHA block
CCCS(=O)(=O)NCCc1cc2ccc(OC)cc2[nH]c1=O	0%	11%	12%	-1%	-24%	10%	-10%	8%	0
C[n+]1ccc(C(=O)Nc2ccccc2Cl)cc1	?	-2%	24%	-3%	-8%	-7%	-5%	32%	-14
CCC(C)Sc1cccc(-c2nc3ccccn3c2NCc2ccccc2)c1 (centres undefined)	?	-24%	/	/	-8%	0%	-16%	3%	6

More entries:
SMILES	12-LOX inh	RGS4 inhibitor	POLB inh	Apoferritin bind	ERG-DNA inh	POLK inh	Pol eta inh	APEX1 inh	LDHA block
CC(=O)c1sc(NC(=O)CN2C(=O)CCC2=O)nc1C	12%	-12%	/	/	-16%	-9%	-9%	/	-6
CCCCNC(=O)C1CC(=O)N(CCc2ccccc2)C1 (centres undefined)	0%	12%	32%	-5%	-2%	6%	-17%	1%	-1
O=C(Nc1ccccc1)Nc1c(F)cccc1F	-1%	13%	9%	-7%	5%	-7%	2%	-6%	0
COc1ccc(Nc2nnc(SCC(=O)NC3CC3)s2)cc1	-24%	9%	/	/	-5%	-9%	-14%	5%	-1
CC(NC(=O)Nc1ccc(Cl)cc1)C1CCCO1 (centres undefined)	-2%	21%	9%	-1%	1%	-9%	-4%	?	-10
COc1ccccc1CC(=O)Nc1cc(S(=O)(=O)N2CCOCC2)ccc1N1CCOCC1	-14%	-3%	/	/	17%	9%	-19%	9%	1
CCN(C(=O)COC(=O)/C=C/c1nc2ccccc2s1)c1c(N)n(Cc2ccccc2)c(=O)[nH]c1=O	-15%	14%	/	/	2%	-10%	4%	/	-7
CS(=O)(=O)N(CC(=O)N1CCN(c2ccc(F)cc2)CC1)c1ccc(F)c(Cl)c1	-17%	-1%	-3%	-19%	3%	-9%	-18%	-2%	-11
Cn1c(SCC(=O)N2CCN(c3ccccc3)CC2)nnc1-c1ccccc1	-12%	-26%	14%	-8%	3%	4%	-10%	-3%	0
Cc1[nH][nH]c(=O)c1C(c1cc(Br)ccc1O)c1c(C)[nH][nH]c1=O	0%	?	-29%	-2%	7%	-5%	1%	37%	4
O=C(Cc1ccccc1)Nc1cccc(-c2cn3cccnc3n2)c1	-21%	-15%	-2%	74%[activator]	6%	-6%[60.1 µM]	3%	/	0
Cc1cc2c(=O)n(NC(N)=O)c(C)nc2s1	10%	-2%	-2%	-5%	-2%	-3%	-21%	0%	-5

Random excerpt: 2 records from the list, in no set order.
SMILES	12-LOX inh	RGS4 inhibitor	POLB inh	Apoferritin bind	ERG-DNA inh	POLK inh	Pol eta inh	APEX1 inh	LDHA block
Cc1cc2c(=O)n(NC(N)=O)c(C)nc2s1	10%	-2%	-2%	-5%	-2%	-3%	-21%	0%	-5
COc1ccccc1CC(=O)Nc1cc(S(=O)(=O)N2CCOCC2)ccc1N1CCOCC1	-14%	-3%	/	/	17%	9%	-19%	9%	1

Other compounds:
SMILES	12-LOX inh	RGS4 inhibitor	POLB inh	Apoferritin bind	ERG-DNA inh	POLK inh	Pol eta inh	APEX1 inh	LDHA block
O=C(Nc1cc(C(F)(F)F)ccc1Cl)c1ccncc1	0%	0%	-4%	-5%	7%	-1%	-11%	3%	-6
CC(C)n1c(C(F)(F)F)nc2cc(C(=O)N3CCOCC3)ccc21	-9%	2%	44%	10%	-15%	0%	-24%	-1%	-10
COc1ccc(N(CC(=O)Nc2cc(C)ccc2C)S(=O)(=O)c2ccc(OC)c(OC)c2)cc1	-5%	0%	2%	30%	0%	-14%	-21%	/	-3
COC(=O)c1ccc(COC(=O)c2nn(C)c(=O)c3ccccc23)cc1	-22%&69%	5%[56.9 µM]	31%	-8%	-5%	-12%	-21%	-1%	-25&0
Cc1ccc(NC(=O)C2CCN(S(=O)(=O)c3c(C)nn(C)c3C)CC2)c(Cl)c1	3%	9%	-1%	7%	-13%	6%	-4%	33%	2
O=C(Cn1cc2c(n1)CCCCC2)NCCCN1CCOCC1	-4%	-12%	-1%	7%	10%	18%	-5%	1%	-3
CCOc1ccccc1CN1CCN(CC2CC2)CC1CCO (centres undefined)	-2%	-3%	27%	-11%	-3%	-6%	-10%	19%	-2
O=C(CNC(=O)c1ccc(=O)[nH]c1)Nc1ccc(F)c(F)c1	-9%	-6%	-16%	-7%	0%	5%	-5%	1%	-5

3 entries already listed, arranged by formula weight, lowest first.
SMILES	12-LOX inh	RGS4 inhibitor	POLB inh	Apoferritin bind	ERG-DNA inh	POLK inh	Pol eta inh	APEX1 inh	LDHA block
O=C(Nc1cc(C(F)(F)F)ccc1Cl)c1ccncc1	0%	0%	-4%	-5%	7%	-1%	-11%	3%	-6
CC(C)n1c(C(F)(F)F)nc2cc(C(=O)N3CCOCC3)ccc21	-9%	2%	44%	10%	-15%	0%	-24%	-1%	-10
COC(=O)c1ccc(COC(=O)c2nn(C)c(=O)c3ccccc23)cc1	-22%&69%	5%[56.9 µM]	31%	-8%	-5%	-12%	-21%	-1%	-25&0
